mIDH1 inhibitor – qHTS for Inhibitors of mutant isocitrate dehydrogenase 1 (IDH1): qHTS; IDH1-R132H enzyme, NADPH consumption, diaphorase/resazurin fluorescence; Potency, µM (series often up to 76.6 µM), for inactives: at the highest dose activity change, negative = inhibition, actives largely listed as inhibitors; 0.093% of 390,000 active; AID 602179, 2012; note: potency is the fitted concentration of half-maximal effect; % is set by controls: 0 for no effect and ±100 for the full control effect; nearly all actives have a fitted effect of over 65% in size
Target sequence (O75874 whole entry R132H, stated change not applied): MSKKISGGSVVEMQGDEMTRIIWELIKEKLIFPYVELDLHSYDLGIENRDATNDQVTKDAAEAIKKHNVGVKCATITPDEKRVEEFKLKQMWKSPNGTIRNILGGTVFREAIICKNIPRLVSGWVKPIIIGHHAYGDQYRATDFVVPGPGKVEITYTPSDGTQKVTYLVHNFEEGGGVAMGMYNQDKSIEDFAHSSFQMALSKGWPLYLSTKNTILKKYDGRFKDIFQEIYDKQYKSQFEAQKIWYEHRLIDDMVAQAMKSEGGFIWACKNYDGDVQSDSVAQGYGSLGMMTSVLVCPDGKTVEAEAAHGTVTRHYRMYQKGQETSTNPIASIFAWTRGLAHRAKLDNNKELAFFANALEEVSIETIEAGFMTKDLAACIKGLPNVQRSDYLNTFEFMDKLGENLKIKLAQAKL
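IDH1-R132H (0.5 ug/mL dispensed) in pH 7.5 Tris buffer was preincubated 30 min with compound, then given a substrate mix of 0.016 mM NADPH and 2 mM alpha-KG for 80 min at room temperature; remaining NADPH was read by diaphorase/resazurin fluorescence.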
RXFP1 ag – qHTS Assay for Agonists of the Relaxin Receptor RXFP1; Relaxin receptor 1 (Homo sapiens), Q9HBX9; HEK293T-RXFP1 cAMP TR-FRET, 30 min; response scale: percent of porcine relaxin response, buffer zero; Potency, µM (highest dose often 57.5 µM), for the others: at the highest dose activation, hits mostly activators; 0.3% of 370,000 active; AID 2676, 2010; note: potency is the fitted concentration of half-maximal effect; % is set by controls: 0 for no effect and ±100 for the full control effect; nearly all actives have a fitted effect of over 60% in size; many of its hits are not listed in these tables
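HEK293 cells stably expressing RXFP1, treated 30 min at 37C with compounds plus PDE4 inhibitor Ro 20174; cAMP measured by HTRF TR-FRET. Normalized to buffer and 29 nM porcine relaxin; EC50 by Hill fit.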
USP1-UAF1 inh – Inhibitors of USP1/UAF1: Primary Screen. recombinant USP1/UAF1, Ub-Rhodamine cleavage fluorescence. Potency, µM (titrated, usually from 57.1 µM), inactives show top-dose activity change, negative = inhibition, hits mostly inhibitors. 0.23% of 390,000 active; note: potency is the fitted concentration of half-maximal effect; % is set by controls: 0 for no effect and ±100 for the full control effect; nearly all actives have a fitted effect of over 60% in size; inactives centre near -12
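1 nM enzyme complex + cpd, 15 min RT; start with Ub-Rho 150nM final; kinetic fluorescence ex 480/em 540, 6 reads q60 s. Buffer 50mM HEPES pH 7.8, 0.5mM EDTA, 0.1 mg/ml BSA, 1mM TCEP, 0.01% Tween-20.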
Vif-APOBEC3F blk – qHTS for Inhibitors of Vif-A3F Interactions: qHTS; 0.2% of 390,000 active; HeLa A3F-eYFP + Vif (tagged APOBEC3F with the HIV-1 protein that degrades it), YFP fluorescence increase; AID 602313, 2012; Potency, µM (series often up to 46.1 µM), for the others: at the top dose activity, negative = active; note: potency is the fitted concentration of half-maximal effect; % of control where 0% means no effect; nearly all actives have a fitted effect of over 65% in size
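Fluorescence increase (Ex 488/Em 500-530) after overnight compound treatment at 37 deg C flags inhibition of Vif-driven A3F-eYFP loss in stable HeLa A3F-eYFP/Vif cells seeded overnight beforehand.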
Glioma ERSR ind – qHTS for Inducers of the Endoplasmic Reticulum Stress Response (ERSR) in Human Glioma: qHTS; Potency, µM, inactives show at the top dose activation, hits mostly activators; 0.02% of 420,000 active; U87-MG GRP78 promoter luciferase reporter, 16 h; note: potency is the fitted concentration of half-maximal effect; series mostly up to about 76 µM; % of control where 0% means no effect; nearly all actives have a fitted effect of over 35% in size
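Stably transfected U87-MG human glioma cells carrying a GRP78-based luminescent sensor were seeded at 1000 cells/well, pin-dosed with compounds and incubated 16 h. Luciferase reagent was then added, and end-point luminescence was read after 10 min at room temperature.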
LDHA block – qHTS assay for inhibitors of human lactate dehydrogenase | L-lactate dehydrogenase A chain (Homo sapiens), P00338 | purified LDHA, NADH/diaphorase-resazurin fluorescence; active compounds read low | activity change, % (values are at about 110 or 230 µM) | 0.15% of 480,000 active; in the data active = activity change below about -30%; inconclusive = mostly about -25% to -30%;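 note: plate controls were DMSO wells for no effect and wells without enzyme for full effect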
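LDH5 2 nM; NADH 0.06 mM, pyruvate 0.2 mM; 200 mM Tris pH 7.4, EDTA, Tween-20; 5 min RT. Detection: diaphorase 0.133 mg/mL + resazurin 37 µM, fluorescence ex540/em590 at 0 and 20 min; normalized to enzyme-free and DMSO wells.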
TrxR1 substrate – qHTS Assay for Substrates of Mammalian Selenoprotein Thioredoxin Reductase 1 (TrxR1): qHTS; Thioredoxin reductase 1, cytoplasmic (Rattus norvegicus), O89049; purified TrxR1 substrate turnover, NADPH consumption readout; Potency, µM (titrated, usually from 114 µM), inactives show at the top dose activity change, negative = substrate turnover; 0.01% of 390,000 active; note: potency is the fitted concentration of half-maximal effect; % is set by controls: 0 for no effect and ±100 for the full control effect; nearly all actives have a fitted effect of over 50% in size
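Rat TrxR1, dispensed at 90 nM, was prereduced with 400 uM NADPH (final) for 5 min at ~22 deg C, then incubated with compound 15 min before 400 uM selenite. A first-read NADPH fluorescence drop versus no-compound background flagged substrates.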
Vif-A3G inh – qHTS for Inhibitors of Vif-A3G Interactions: qHTS. HeLa A3G-eYFP + Vif (tagged APOBEC3G with the HIV-1 protein that degrades it), YFP fluorescence, overnight. Potency, µM (series often up to 46.1 µM), inactives show at the highest dose activity, negative = active, hits mostly inhibitors. 0.076% of 410,000 active. DNA dC->dU-editing enzyme APOBEC-3G (Homo sapiens), Q9HC16;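 note: potency is the fitted concentration of half-maximal effect; % is set by controls: 0 for no effect and ±100 for the full control effect; nearly all actives have a fitted effect of over 60% in size; hits raise eYFP signal because A3G escapes Vif-driven loss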
Target sequence (Q9HC16 whole entry, looked up): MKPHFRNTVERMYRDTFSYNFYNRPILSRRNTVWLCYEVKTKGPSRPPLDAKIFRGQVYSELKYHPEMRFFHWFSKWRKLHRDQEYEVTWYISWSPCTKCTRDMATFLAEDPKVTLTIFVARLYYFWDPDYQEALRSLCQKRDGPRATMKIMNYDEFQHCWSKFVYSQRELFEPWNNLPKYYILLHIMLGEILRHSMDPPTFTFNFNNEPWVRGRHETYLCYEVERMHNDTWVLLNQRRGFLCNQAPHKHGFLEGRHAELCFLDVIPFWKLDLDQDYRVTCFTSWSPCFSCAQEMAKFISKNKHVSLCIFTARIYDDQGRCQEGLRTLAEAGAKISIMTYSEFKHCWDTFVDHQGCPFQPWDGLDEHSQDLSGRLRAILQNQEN
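HeLa cells stably expressing Vif and C-terminally eYFP-tagged A3G, seeded overnight at 37 deg C, then exposed to compound by pintool overnight at 37 deg C. Rise in yellow fluorescence (Ex 488/Em 500-530, Acumen) marks blocked Vif-driven A3G degradation.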
PI4K2A block – qHTS for small molecular inhibitors of PI4K2A | purified PI4K2A, ADP-Glo luminescence, 1 h; active compounds read low | activity change, negative = inhibition, % at 76.9 µM | AID 1346378, 2018 | Phosphatidylinositol 4-kinase type 2-alpha (Homo sapiens), Q9BTU6 | 0.13% of 420,000 active; in the data active = activity change below about -50%; inconclusive = mostly about -30% to -49%;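 note: -100% = wells without enzyme as full effect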
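Compounds are screened against recombinant PI4K2A using PI as substrate and ATP, the latter dispensed at 300 microM. Reactions run one hour at ambient temperature before ADP-Glo detection; full inhibition defined by wells lacking enzyme.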
An asterisk follows results filed as active; ? = inconclusive; · = not tested or not shown; [ ] = another dose, or the depositor's remark. Unless noted, calls come from the whole dose curve; as a rule, active = well fitted curve in the direction sought with a large enough effect; inconclusive = small, poorly fitted or top-dose-only effect, or another doubt; inactive = no such curve, though single readings can be large; an effect the other way counts as inactive or inconclusive.

SMILES | mIDH1 inhibitor | RXFP1 ag | USP1-UAF1 inh | Vif-APOBEC3F blk | Glioma ERSR ind | LDHA block | TrxR1 substrate | Vif-A3G inh | PI4K2A block
CCOC(=O)CCC(NC(=O)CCCC(=O)NC(CCC(=O)OCC)C(=O)OCC)C(=O)OCC (centres undefined) | -1% | -0.1% | -7% | -1% | -5% | -11 | -12% | 1% | -4
O=C(CSc1nnnn1C1CCCC1)NCc1ccccc1 | 15% | 3.0% | -4% | 0% | -6% | -2 | -5% | -3% | -2
COC(=O)C(NC(C)=O)(Nc1cc(C)ccn1)C(F)(F)F (centres undefined) | 1% | -0.2% | -4% | 1% | -2% | -5 | -5%[57.1 µM] | 1% | 0
COc1ccccc1CN1CN(S(=O)(=O)c2ccccc2)c2nc3ccccc3nc21 | 0% | 3.2% | -3% | 2% | 0% | -5 | -3% | -2% | 3
CCOC(=O)N1CCN(C2=C(NS(=O)(=O)c3ccc(NC(C)=O)cc3)C(=O)c3ccccc3C2=O)CC1 | -1% | 7.6% | ? | 11% | -4% | -1 | 3% | -1% | ?
CC(=O)/C=C(\C)N=Nc1c(O)[nH]c2ccccc12 | 0% | 0.7% | -10% | -22% | 5% | -4 | -4% | 1% | -1
CC(C)(C)NC(=O)/C(=C/c1ccccc1F)NC(=O)c1ccc([N+](=O)[O-])cc1 | 6% | 1.8% | -1% | 9% | -6% | -4 | 0%[57.1 µM] | -5% | 0
CCc1ccc(NC(=O)CSC2=Nc3ccccc3C3=NC(CCC(=O)NCc4ccccc4)C(=O)N23)cc1 (centres undefined) | 17% | 13% | -4% | -16% | 3% | 3 | 6%[57.1 µM] | -4% | -4
CC(=O)Nc1ccc(/C=N/NC(=O)CC2CCCCC2)cc1 | · | · | · | · | -2% | -1 | · | 1% | -2
COc1ccc(/C=N/NC(=O)c2cc(Br)ccc2O)cc1Cn1cc(Cl)cn1 | -7% | -0.7% | ? | -3% | 0% | -7 | 7% | 1% | -1
CC(=O)c1ccc(N2CCN(S(=O)(=O)c3ccc4[nH]c5c(c4c3)CCCCC5)CC2)cc1 | 0% | -0.3% | -19% | -5% | 0% | -2 | 1% | -1% | 1
O=c1[nH]c(C2CCCCC2)nc2ccccc12 | -2% | 0.1% | -19% | 5% | -5% | -11 | 4% | 0% | -4
CCOc1ccccc1NC(=O)CSc1nnc(-c2ccco2)o1 | 10% | 6.6% | -29% | -12% | -3% | -10 | 4% | -26% | 1
Cc1cc(NCCCn2ccnc2)n2nc(-c3ccc(Cl)cc3)cc2n1 | 8% | -0.8% | -13% | 3% | 5% | 0 | 5% | 2% | -3
Cc1ccc(NC(=O)CN2CCN(C3CCCCC3)C(=O)C2=O)cc1 | 5% | -1.3% | -9% | -1% | -3% | 2 | -7%[57.1 µM] | 7% | 2
CCOC(=O)c1c(C)n(-c2ccccc2)c2ccc(OC(=O)COc3ccccc3)cc12 | 5% | 1.3% | -6% | 1% | -3% | -5 | 1% | -4% | 0
O=C(Cc1ccc([N+](=O)[O-])cc1)c1c(O)cc(O)cc1O | 4% | 0.6% | -26% | -1% | 12% | -2 | 4% | -5% | -5
Cc1ccccc1-n1c(SCC(=O)N(C)C2CCS(=O)(=O)C2)nnc1-c1ccncc1 (centres undefined) | 11% | -1.8% | -10% | 2% | -6% | -1 | 12% | 0% | -10
Cc1cc(C)nc(N2CCCC(C(=O)NCc3ccccc3)C2)n1 (centres undefined) | 4% | -0.5% | -6% | 1% | -2% | -1 | 13%[57.1 µM] | 1% | -1
Cc1ccccc1C(=O)Nc1ccc(N2CCCCCC2)cc1 | 5% | -0.1% | ? | 9% | 3% | 11 | -2%[57.1 µM] | -30% | -7
NCCCCCc1nnc(SC/C=C/c2ccccc2)o1 | 1% | -2.1% | -8% | 0% | -3% | -1 | 0% | 1% | 5
Cc1nn(C)c(C)c1NC(=O)CCCSc1nc(-c2ccco2)cc(C(F)(F)F)n1 | 0% | 0.2% | -27% | -5% | -4% | -6 | -1% | -6% | 3
CCOC(=O)C1(Cc2cccc(OC)c2)CCN(Cc2cc(OC)ccc2OC)CC1 | 0% | 0.6% | -25% | 5% | -4% | -8 | 7% | 2% | -2
CCN1C(=O)CSc2ccc(C(=O)NCc3ccccc3OC)cc21 | 0% | 0.6% | -9% | 2% | -4% | -5 | 7% | 1% | 2

Single records, from the list above. Order of values: mIDH1 inhibitor	RXFP1 ag	USP1-UAF1 inh	Vif-APOBEC3F blk	Glioma ERSR ind	LDHA block	TrxR1 substrate	Vif-A3G inh	PI4K2A block
`CCOc1ccccc1NC(=O)CSc1nnc(-c2ccco2)o1` in the list: 10%	6.6%	-29%	-12%	-3%	-10	4%	-26%	1
`CCN1C(=O)CSc2ccc(C(=O)NCc3ccccc3OC)cc21` in the list: 0%	0.6%	-9%	2%	-4%	-5	7%	1%	2

(further entries)
SMILES | mIDH1 inhibitor | RXFP1 ag | USP1-UAF1 inh | Vif-APOBEC3F blk | Glioma ERSR ind | LDHA block | TrxR1 substrate | Vif-A3G inh | PI4K2A block
COc1cccc(CC(=O)Nc2nc3c(s2)C(=O)CC(C)(C)C3)c1 | 0% | ? | -20% | 0% | 6% | 2 | 1% | -3% | 20
C=CCc1cc(Cl)ccc1OCCOCCNCCOC | 4% | 2.0% | -3% | 6% | -5% | -16 | 9%[57.1 µM] | 4% | 2
CC(CCn1cccn1)NC(=O)c1cc(COc2ccc(F)cc2Cl)on1 (centres undefined) | 9% | 2.2% | -22% | -25% | 2% | -1 | 7% | 0% | 3
CC(C)(C)c1ccc(C(=O)Nc2sc3c(c2C#N)CCC(C(C)(C)C)C3)cc1 (centres undefined) | 9% | 0.1% | -26% | -5% | -2% | 1 | 2% | 0% | -5
CC1CN(c2nc3ccccc3nc2C(C#N)C(=O)OC2CCCCC2)CC(C)O1 (centres undefined) | 0% | 0.2% | -20% | 6% | -3% | -4 | 2% | -1% | 0
CNC(=S)N(Cc1cccs1)Cc1cc2ccc(OC)cc2[nH]c1=O | 2% | 3.3% | -5% | -2% | -4% | -3 | -12% | -18% | -5
O=c1c2ccccc2nc2n1C(CBr)CS2 (centres undefined) | -3% | 0.4% | -7% | -1% | 0% | -3 | 0% | -1% | -2
CN(C1CCS(=O)(=O)C1)S(=O)(=O)c1ccccc1[N+](=O)[O-] (centres undefined) | -5% | -1.6% | -7% | -2% | -4% | -7 | -4% | 0% | 3
CCC(C)(C)n1nnnc1CN1CCC(NC(=O)c2ccc(Br)cc2)CC1 | 11% | -0.5% | -18% | 2% | -5% | -3 | -6%[57.1 µM] | -2% | 1
O=C(O)c1c2c(nc3ccccc13)-c1ccccc1CC2 | 5% | 13% | -2% | -1% | 1% | 1 | 6% | -1% | -1
COc1ccc([N+](=O)[O-])cc1NC(=S)Nc1ccccc1 | 0% | -0.6% | -26% | -9% | -2% | -4 | -5% | -3% | -1
CCOC(=O)C1CCCN(C2=NC(=O)/C(=C/c3ccc(O)c(OCC)c3)S2)C1 (centres undefined) | 1% | 0.0% | -24% | ? | -4% | -2 | -10% | -3% | -6
CCc1ccccc1Nc1nn2c(=O)c3ccc(C(=O)NC(C)c4ccccc4)cc3nc2s1 (centres undefined) | -8% | -0.3% | -32% | 0% | -3% | -6 | 16% | -22% | 1
CC(C)(C)C(=O)Nc1ccc(C(=O)N/N=C/c2ccccc2OC(=O)c2ccc(Cl)cc2Cl)cc1 | 3% | -1.6% | -18% | -10% | -7% | -2 | 18% | -1% | 3
O=[N+]([O-])c1ccc(N2CCN(S(=O)(=O)c3ccccc3[N+](=O)[O-])CC2)cc1N1CCc2ccccc2C1 | 4% | 0.6% | -7% | 1% | -4% | -5 | -14% | 0% | 8
COc1ccccc1CNC(=O)CCNS(=O)(=O)c1ccc2c(c1)CCCC(=O)N2 | 0% | -7.1% | -22% | -6% | -1% | -2 | -5% | -2% | 0
Cc1cccc(N2CCN(C(=O)COc3ccc4ccc(=O)oc4c3)CC2)c1C | -5% | 1.6% | -26% | -6% | -5% | 0 | 2% | 2% | 3
CCOc1ccc(C(=O)Nc2nnc(S(=O)(=O)N(C)Cc3ccco3)s2)cc1 | -1% | 7.5% | -15% | 4% | 5% | -4 | 2% | 3% | -5
N#C/C(=C\c1ccc(Sc2ccc(Cl)cc2)o1)c1nc2ccccc2[nH]1 | 1% | -0.3% | ? | ? | -1% | 2 | -9% | ? | 2
CC(C)NC(=O)N(C)C[C@H]1Oc2ccc(NS(=O)(=O)c3ccccc3)cc2C(=O)N([C@H](C)CO)C[C@@H]1C | 12% | · | -34% | -1% | 3% | -2 | 8% | 3% | -3

Bioassay records from PubChem.

Some of the compounds tested; the hit share may differ from the screen's.
